PGE2 EP2 inh: human EP2 receptor antagonists, primary screen, TR-FRET cAMP, C6 glioma cells. Prostaglandin E2 receptor EP2 subtype (Homo sapiens), P43116. C6 glioma cells expressing human EP2; cells stimulated with saturating PGE2. inhibition, % at 25 µM. 260,000 compounds, 0.52% hits. AID 1422, 2008;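 active = percent inhibition above 40 after rounding to a whole number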;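 also: rat C6 glioma host cells with rolipram phosphodiesterase inhibitor present; the protocol text gives 20 µM as final concentration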
p97 inhibitor: inhibitors of human p97 ATPase, primary screen, biochemical; recombinant p97 ATPase, Kinase-Glo ATP luminescence, 3 h; AID 1481, 2009; 220,000 compounds, 0.42% hits; inhibition, % at 8 µM; in the data active = inhibition above about 15%;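 also: 0% = DMSO vehicle and 100% = wells lacking enzyme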
S1P4 agonist: S1P4 receptor agonists, primary screen, cell-based; Sphingosine 1-phosphate receptor 4 (Homo sapiens), O95977; S1P4-expressing cell line, agonist reporter assay; activation, % at 4.98 µM; 220,000 compounds, 0.35% hits; in the data active = activation above about 11%;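 also: 0% = DMSO vehicle and 100% = reference agonist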
NPY-Y2 PAM-ag: NPY-Y2 potentiators or agonists, primary screen, cell-based; Neuropeptide Y receptor type 2 (Homo sapiens), P49146; cells expressing NPY-Y2, potentiator/agonist read-out; activation, % at 3.6 µM; 220,000 compounds, 0.45% hits; AID 1359, 2008; in the data active = activation above about 27%;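 also: cells stimulated with NPY near EC25 plus isoproterenol at EC100; 0% = vehicle plus submaximal agonist and 100% = vehicle plus saturating agonist; some results beyond the cut were filed as inactive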
NPY Y1 blocker: NPY-Y1 receptor antagonists, primary screen, cell-based | HEK293-CNG Y1 cells, membrane potential fluorescence; NPY at EC95, then isoproterenol | inhibition, % at 3.6 µM | 200,000 compounds, 1% hits | AID 1040, 2008;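 active = inhibition above the campaign mean inhibition of all tested compounds plus 3 SD, cut at about 20% in these data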;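 also: 0% = DMSO wells given NPY plus isoproterenol and 100% = isoproterenol alone without NPY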
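Benchmarks – high control isoproterenol alone, low control NPY with isoproterenol · Material – HEK293 Y1/CNG channel cell line · Times – dye 3 h, compound 60 min room temperature, stimulation 45 min · Probe or stimulus – NPY (25 nM), isoproterenol (1 µM), Ro 20-1724 (25 µM) · Evaluation – % inhibition of NPY effect · Signal – fluorescence, membrane potential probe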
NPY1 pot ag: NPY-Y1 receptor potentiators or agonists, primary screen, cell-based | AID 1304, 2008 | Neuropeptide Y receptor type 1 (Homo sapiens), P25929 | 220,000 compounds, 0.37% hits | activation, % at 3.6 µM | NPY-Y1 expressing cells, potentiator/agonist activation; in the data active = activation above about 33%, passing the limit was not always enough;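 also: cells stimulated with NPY at EC10 then isoproterenol at EC100; 0% = low agonist plus stimulus and 100% = saturating agonist plus stimulus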
eIF4E-4G inh: eIF4E–eIF4G protein interaction inhibitors, primary screen, biochemical, uHTS, TR-FRET, eIF4GI fragment; Eukaryotic translation initiation factor 4E (Mus musculus) + Eukaryotic translation …; TR-FRET eIF4E-eIF4GI(517-606) binding, 2 h; inhibition, % at 21.7 µM; 220,000 compounds, 0.37% hits; AID 782, 2007;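 active = inhibition above about 30%, limit read from the data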;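 also: 0% = full FRET control wells and 100% = background wells lacking eIF4GI fragment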
Target sequence (P63073 whole entry, looked up, the tested form may be a part): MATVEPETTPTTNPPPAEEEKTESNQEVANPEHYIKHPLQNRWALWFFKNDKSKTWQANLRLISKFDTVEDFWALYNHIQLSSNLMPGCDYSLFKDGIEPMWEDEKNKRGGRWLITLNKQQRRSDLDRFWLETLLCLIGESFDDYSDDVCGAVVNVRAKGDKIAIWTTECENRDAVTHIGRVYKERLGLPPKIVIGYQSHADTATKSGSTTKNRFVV
Target sequence (Q04637 whole entry, looked up, the tested form may be a part): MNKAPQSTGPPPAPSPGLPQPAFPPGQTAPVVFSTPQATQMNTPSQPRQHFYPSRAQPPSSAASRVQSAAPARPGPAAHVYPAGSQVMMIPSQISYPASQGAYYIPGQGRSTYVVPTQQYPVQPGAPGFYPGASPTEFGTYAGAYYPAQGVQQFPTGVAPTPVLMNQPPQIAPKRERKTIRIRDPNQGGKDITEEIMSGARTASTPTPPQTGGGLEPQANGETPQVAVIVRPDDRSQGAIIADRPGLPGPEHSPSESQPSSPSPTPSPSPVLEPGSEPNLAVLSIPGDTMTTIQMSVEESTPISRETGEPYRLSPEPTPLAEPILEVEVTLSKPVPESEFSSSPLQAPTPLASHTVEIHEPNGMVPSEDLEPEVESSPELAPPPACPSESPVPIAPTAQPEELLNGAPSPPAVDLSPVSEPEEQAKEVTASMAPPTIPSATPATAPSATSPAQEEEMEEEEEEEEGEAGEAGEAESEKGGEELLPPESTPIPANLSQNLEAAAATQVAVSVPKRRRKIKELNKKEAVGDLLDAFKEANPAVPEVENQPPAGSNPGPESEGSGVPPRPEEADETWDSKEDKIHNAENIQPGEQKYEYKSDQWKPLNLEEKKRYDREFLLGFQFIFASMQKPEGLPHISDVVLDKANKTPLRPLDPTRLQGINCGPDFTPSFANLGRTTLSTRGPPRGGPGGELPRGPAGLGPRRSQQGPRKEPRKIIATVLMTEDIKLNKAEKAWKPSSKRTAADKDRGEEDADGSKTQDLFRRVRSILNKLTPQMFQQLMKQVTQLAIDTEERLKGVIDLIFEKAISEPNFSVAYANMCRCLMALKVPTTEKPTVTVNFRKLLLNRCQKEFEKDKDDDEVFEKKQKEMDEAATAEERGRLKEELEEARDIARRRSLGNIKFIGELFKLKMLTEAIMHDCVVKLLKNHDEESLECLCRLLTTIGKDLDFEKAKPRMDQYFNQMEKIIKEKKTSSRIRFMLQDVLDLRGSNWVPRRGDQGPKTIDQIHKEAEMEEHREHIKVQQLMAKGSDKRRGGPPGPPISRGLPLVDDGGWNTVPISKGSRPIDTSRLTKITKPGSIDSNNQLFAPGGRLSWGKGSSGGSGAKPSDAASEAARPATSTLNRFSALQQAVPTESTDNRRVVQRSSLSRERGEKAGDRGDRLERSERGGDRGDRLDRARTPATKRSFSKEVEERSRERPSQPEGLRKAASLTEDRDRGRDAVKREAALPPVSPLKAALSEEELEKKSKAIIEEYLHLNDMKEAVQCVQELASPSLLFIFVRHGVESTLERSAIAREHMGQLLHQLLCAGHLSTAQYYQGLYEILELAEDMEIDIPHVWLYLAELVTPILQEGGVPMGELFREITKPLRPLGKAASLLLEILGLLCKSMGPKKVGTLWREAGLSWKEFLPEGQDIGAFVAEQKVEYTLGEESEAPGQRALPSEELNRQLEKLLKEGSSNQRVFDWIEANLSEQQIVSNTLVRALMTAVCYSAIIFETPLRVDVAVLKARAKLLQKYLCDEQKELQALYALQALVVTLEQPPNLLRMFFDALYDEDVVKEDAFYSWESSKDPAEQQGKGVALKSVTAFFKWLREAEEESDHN
EP2 mod: EP2 receptor modulators, cAMP readout, primary screen, cell-based, HTRF cAMP, PGE2 stimulation; Prostaglandin E2 receptor EP2 subtype (Homo sapiens), P43116; EP2-expressing cells, cAMP HTRF FRET, PGE2 co-stimulation; induction, % at 25 µM; 260,000 compounds, 0.83% hits;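 active = compounds whose cAMP rise, as percent of the full-agonist control response, exceeds 60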;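 also: rat C6 glioma line stably carrying human EP2 under a CMV promoter; the protocol text gives 20 µM as final concentration; 100% = response of wells given 1 µM PGE2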
S1P4 antag: S1P4 receptor antagonists, primary screen, cell-based; S1P4-expressing cells, antagonist mode, reporter read-out; inhibition, % at 4.98 µM; 220,000 compounds, 0.26% hits; in the data active = inhibition above about 29%;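 also: 0% = wells stimulated with agonist and 100% = vehicle wells without agonist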
Active calls of the source: *; nt = not tested or not shown; & = joins results of further samples; [ ] = another dose, or the depositor's remark.

SMILES	PGE2 EP2 inh	p97 inhibitor	S1P4 agonist	NPY-Y2 PAM-ag	NPY Y1 blocker	NPY1 pot ag	eIF4E-4G inh	EP2 mod	S1P4 antag
O=C1CC(N2CCN(c3ccccc3)CC2)C(=O)N1c1ccc2c(c1)OCO2 (stereo unspecified)	5	3	-2.3	-2	-2	9	-2	6	-12
O=C(Cn1c(CN2CCCCC2)nc2ccccc2c1=O)Nc1ccccc1	4	-1	1.5	6	2	12	0	19	-20
Nc1ccc2nc(CCCO)[nH]c2c1	1	9	0.1	-13	nt	16	0	1	-23
NS(=O)(=O)c1ccc(CNC(=O)NC23CC4CC(CC(C4)C2)C3)cc1	5	-2	-1.1	-1	-2	22	-3	1	-16
CCOc1ccc(Br)cc1CSC(=N)N	5	-2	1.4	-7	5	-5	-20	4	-24
O=C(Cn1cnc2c(nnn2Cc2ccc(F)cc2)c1=O)NCc1ccco1	10	-1	-1.6	16	-5	3	2	-2	-5
O=C1c2ccccc2NC(c2cn[nH]c2-c2ccc(Cl)cc2)N1O (stereo unspecified)	16	-3	2.5	-1	3	9	0	-27	-25
CCOC(=O)c1nnc(-c2ccc(C)cc2)nc1N1CCSCC1	7	-2	-0.3	-23	8	-48	0	48	-9
Cc1cccc(N(C(=O)Cn2nnc3ccccc32)C(C(=O)NC(C)(C)C)c2ccsc2)c1C (stereo unspecified)	7&10	-2	-2.7	-12	3	-21	-4	11&33	-24
COc1ccc(C(CC(=O)Nc2ccc(Cl)cc2F)NC(=O)C(F)(F)F)cc1 (stereo unspecified)	1	0	0.0	6	2	5	-13	-4	-9
CCOC(=O)c1cnc(SCC(=O)NCc2ccco2)nc1N	4&8	4	0.7	1	0	-2	-3	-12&0	-20
CC(CCn1cccn1)NC(=O)CCc1nnc(C2CCCCC2)o1 (stereo unspecified)	5	2	2.5	-1	-4	16	-2	21	6
N#CNC(=Nc1ccccc1F)SCc1ccc(C(=O)O)cc1	5	1	1.0	-4	-6	0	-4	7	-9
CCn1cc(CNCc2cn(C)nc2-c2ccc(C3CCCCC3)cc2)cn1	6	-1	-0.8	-28	9	-7	3	-26	5
CCOC(=O)C1CCN(CC(=O)Nc2c(C(=O)OC)[nH]c3cccc(Cl)c23)CC1	3	-2	-0.3	4	-2	7	3[fluorescence artefact?]	-33	-24
CNC(=S)N1CCN(c2ccc([N+](=O)[O-])cc2)CC1	nt	4	1.3	10	4	3	3	1	-10
CCOc1ccc(S(=O)(=O)NCCOC)cc1C	3	3	-2.0	6	-2	18	1[fluorescence artefact?]	-23	4
Cc1c(C(=O)NCCN2C(=O)S/C(=C\c3cccnc3)C2=O)cccc1[N+](=O)[O-]	11	2	-2.1	-4	nt	10	0	-36	13
C/C=C/c1ccc(OCCCCn2cncn2)c(OC)c1	3	-4	1.2	7	0	-8	-8[fluorescence artefact?]	4	-16
CC(C)C(NC(=S)Nc1ccccc1)C(=O)O (stereo unspecified)	6	3	0.5	8	-5	-21	0	-2	-16
Cc1onc2c(=O)n(-c3ccccc3)nc(-c3ccccc3)c12	6	5	-0.5	-5	nt	6	6	-12	-1
CC(=O)[C@@H]1[C@@H](C(=O)c2ccc(F)cc2)[C@]2(C(=O)Nc3ccccc32)[C@H]2C=Cc3cc(F)ccc3N12	6	4	0.2	-2	nt	14	-4	53	0
CN1CCCN(c2ncnc3scc(-c4ccc(F)cc4)c23)CC1	6	1	1.6	2	8	-5	-1	17	-29
CCOc1ccc2[nH]c(=O)c(CN(Cc3ccccc3OC)C(=O)c3ccccc3)cc2c1	9	0	0.9	-6	-2	-7	-5	24	0
CCc1ccccc1NC(=S)N(CCN1CCCCCC1)Cc1ccco1	6	2	0.0	1	13	-5	-1	-5	-10
COc1ccc(CN(C(=O)CSc2nnc(-c3ccc(F)cc3)o2)c2ccc(F)cc2)cc1	22	-3	1.5	-10	6	-24	1	20	-8
COc1ccc(C2C3=C(CC(C)(C)CC3=O)Oc3ncn(Cc4ccccc4)c(=N)c32)cc1 (stereo unspecified)	5	-6	1.9	2	8	-3	-6	10	-2
Cc1[nH]c2ccccc2c1SCCNC(=O)c1ccc(Br)o1	8	6	-1.3	-2	-7	-10	0	-59	-8
CCOC(=O)c1[nH]c2cc(OC)c(OC)cc2c1NC(=O)CN1CCN(c2ccc(OC)cc2)C(C)C1 (stereo unspecified)	6	0	-1.2	3	-3	11	1[fluorescence artefact?]	-18	-1
CC1CCN(S(=O)(=O)c2ccc(C(=O)Nc3nnc(-c4ccncc4)o3)cc2)CC1	8	3	-0.5	2	-2	-10	2	15	1
O=C(NCc1cccs1)C1CCCN1C(=O)Nc1ccc(Cl)cc1 (stereo unspecified)	4	1	0.4	-12	5	-9	-2	1	-8
Cc1sc2nc(CN3CCN(S(=O)(=O)c4cccc5nonc45)CC3)[nH]c(=O)c2c1C	10	-3	-0.2	-2	3	0	-3[fluorescence artefact?]	10	-3
CN(C)c1ccnc(SCc2ccccc2Cl)c1C#N	8	-5	2.5	-43	28*	-93	-2	26	12
COc1ccc(OC)c(NC(=O)COC(=O)CNC(=O)c2ccc(OC)c(OC)c2)c1	2	-4	1.0	-8	-2	-22	4	15	8
CCCCNC(=O)NC1(C(F)(F)F)Oc2ccccc2O1	14	2	2.0	14	-1	-15	3	25	-5
CCN(CC)Cc1ccc(NC(=O)c2sc3cc(Cl)ccc3c2Cl)cc1	9	-3	2.1	-37	nt	-25	-2	-21	-9
N#Cc1ccc(-c2ccc(OCC(O)CN3CCOCC3)cc2)cc1 (stereo unspecified)	7	1	-0.1	10	-4	21	-4	-22	6
O=C(Nc1ccccc1)Nc1nnc(COc2ccccc2F)s1	6	3	2.5	-5	nt	19	4	-19	1
Cc1noc(C)c1COC(=O)COc1ccc(C#N)cc1	15	-4	1.7	-2	4	-20	-4	26	-5
Cn1c(=O)[nH]c(=O)c2c1nc(SCC(O)CO)n2Cc1ccccc1Cl (stereo unspecified)	17	4	0.7	-9	-2	-14	-10	10	-10
N#Cc1ccccc1S(=O)(=O)c1ccccc1C(=O)Nc1ccccc1	5	6	0.2	10	-5	22	0	-17	13
CCn1cc(Br)c(C(=O)Nc2ccc(C(=O)OC(C)C)cc2)n1	6	-2	1.4	-16	5	-38	-5	-27	18
CC(=O)Nc1ccc(N/C(C)=C/C(=O)c2cccnc2)cc1	5	1	-1.8	-7	2	10	14	4	7
O=C(NCCCn1ccnc1)/C(=C/c1ccccc1)NC(=O)c1ccccc1	2	-4	-1.0	-21	6	-6	1	3	-12
O=C(CN1CCN(Cc2ccccc2)CC1)NCCNc1ccc([N+](=O)[O-])cn1	9	-2	-0.2	-8	-3	2	-1	-3	-1
COc1cc(OC)cc(C(=O)OCn2nnc3ccccc3c2=O)c1	8	3	-1.4	-1	11	3	-4	-15	2
COc1ccc(N(C(=O)C(C)C)S(=O)(=O)c2ccc3c(c2)n(C)c(=O)n3C)cc1	2	-3	3.7	-2	0	-5	4[fluorescence artefact?]	22	-12
CCCC(CCC(=O)Nc1nccs1)C(=O)O (stereo unspecified)	6	5	0.2	0	1	1	-4	10	-22
c1cc(-c2ccncc2)ccn1	14	-3	0.7	4	7	8	-4	23	-2
COc1cc(CNc2ccc3[nH]c(=O)[nH]c3c2)cc(Br)c1OCC(=O)NC(C)(C)C	7	-3	1.7	0	-5	-17	2	-4	-1
Cc1cc(/C=C(\C#N)C(=O)NCc2cccs2)c(C)[nH]1	1	-1	-1.4	-11	0	-12	0	-54	4
Cc1c(C(C)O)nnn1-c1nonc1N (stereo unspecified)	11	4	0.9	-4	-7	-24	-1	30	-8
Cc1cc(C)n2c(SCc3ccccc3Cl)nnc2n1	17	-1	3.0	2	-2	12	6	17	-11
COc1cccc(C(=O)N2CCC(N3CC(C)OC(C)C3)CC2)c1 (stereo unspecified)	8	2	3.0	13	5	-2	5[fluorescence artefact?]	25	-20
O=C(CSc1cccc[n+]1[O-])Nc1cc(S(=O)(=O)N2CCOCC2)ccc1N1CCOCC1	4	9	-2.0	-3	-2	5	-1[fluorescence artefact?]	-4	-37
O=C(O)c1ccccc1N/C=C\[N+](=O)[O-]	8	1	-0.9	0	3	-13	-1	23	0
COc1cc(C2CC(=O)NC3=C2C(=O)CC(C)(C)C3)cc(OC)c1O (stereo unspecified)	12	3	-0.2	-15	6	-10	0	18	-1
CCNC(=O)N1CCCC(C(=O)c2ccc3cc(OC)ccc3c2)C1 (stereo unspecified)	8	5	-0.8	-9	1	7	8	-27	-9
O=C(COC(=O)COc1ccc2ccccc2c1)NC1CCCc2ccccc21 (stereo unspecified)	8	-6	-0.3	-1	7	-48	5	6	-18
COc1ccc(CC(=O)NCc2nnc(SCC(=O)Nc3nccs3)n2C)cc1	8	3	1.1	-13	-4	8	0	7	-3

Random excerpt: 4 entries already listed
SMILES	PGE2 EP2 inh	p97 inhibitor	S1P4 agonist	NPY-Y2 PAM-ag	NPY Y1 blocker	NPY1 pot ag	eIF4E-4G inh	EP2 mod	S1P4 antag
COc1ccc(CC(=O)NCc2nnc(SCC(=O)Nc3nccs3)n2C)cc1	8	3	1.1	-13	-4	8	0	7	-3
O=C(COC(=O)COc1ccc2ccccc2c1)NC1CCCc2ccccc21 (stereo unspecified)	8	-6	-0.3	-1	7	-48	5	6	-18
Cc1cc(C)n2c(SCc3ccccc3Cl)nnc2n1	17	-1	3.0	2	-2	12	6	17	-11
COc1cccc(C(=O)N2CCC(N3CC(C)OC(C)C3)CC2)c1 (stereo unspecified)	8	2	3.0	13	5	-2	5[fluorescence artefact?]	25	-20

(list continues)
SMILES	PGE2 EP2 inh	p97 inhibitor	S1P4 agonist	NPY-Y2 PAM-ag	NPY Y1 blocker	NPY1 pot ag	eIF4E-4G inh	EP2 mod	S1P4 antag
CC12CN(NC(=O)c3ccccc3F)C3(C#N)CC1CCC23C (stereo unspecified)	3	-3	3.4	-4	1	-4	0	-9	-6
CC(=O)N=c1sc2c3ccccc3ccc2n1C	9	5	-0.2	-17	-5	-10	5	-12	-5
CC(=O)Nc1ccc(S(=O)(=O)Nc2cc([N+](=O)[O-])ccc2C)cc1	5	6	1.4	-2	0	8	-2	-3	9
Cc1cc(NC(=O)C2CCCN2C(=O)Nc2cccc(Cl)c2)ccc1-n1cnnn1 (stereo unspecified)	6&10	2	-1.1	2	2	3	3	38&7	-11
O=C(NC(=S)N1CCN(C(c2ccccc2)c2ccccc2)CC1)c1ccc(S(=O)(=O)N2CCOCC2)cc1	9	-1	0.1	-2	4	-25	-1[fluorescence artefact?]	2	-6
CN(C)c1nc2c(c(N)nn2-c2ccc(Cl)cc2)c(=O)o1	1	2	0.1	-7	0	8	-3	-12	-25
COc1ccc(NC(=S)NNS(=O)(=O)c2ccc3ccccc3c2)c(OC)c1	10	-1	0.2	-8	3	-10	-7	-1	17
Cc1ccc(S(=O)(=O)N2CCCCC2)cc1NC(=O)COC(=O)c1ccc(O)cc1	3	3	-0.2	-3	1	13	2	0	4

Assay outcomes: PubChem BioAssay, several laboratories

These rows are one share of the data. The share of hits here may be higher or lower than overall.
